# PGC1a acetyl inh: modulators of PGC1a acetylation | U2OS PGC1a acetylation, AlphaScreen anti-acetyl-lysine; with virally co-expressed GCN5 acetyltransferase | inhibition, % at 15.6 µM | 350,000 compounds, 0.17% hits | AID 651687;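 active means every replicate shows inhibition of at least 40%; inconclusive means mean inhibition at least 40% but some replicate below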;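 further: 0% = neutral control wells and 100% = positive control wells; some results beyond the cut were filed as inactive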
# FN deposition inh: fibronectin deposition inhibition; AH1F fibroblasts, Alexa488-fibronectin deposition fluorescence, overnight; inhibition, % at 12.6 µM; 350,000 compounds, 0.086% hits;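 active means mean inhibition across replicates of 30% or more, regardless of how many single replicates reach that level; inconclusive means mean under 30% yet at least half of replicates reach 30%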;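 further: positive control wells lacked labelled fibronectin entirely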
#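 Assay system: AH1F fibroblasts assembling fluorescent fibronectin matrix; Amount: 10000 AH1F cells per well; Buffer or medium: DMEM, 2% serum; Probe or stimulus: Alexa488-fibronectin, 24 nM final in well; Doses: single compound dose, delivered by pin transfer; Incubation: 1 h adhesion, overnight exposure; Measured by: fluorescence 485/525 nm; Read-out: fibronectin deposition inhibition.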
# GSIS activator: GLuc luminescence reporter in INS-1E cells, primary screen for activators of glucose-dependent secretion of insulin; AID 743287; activation, % at 16.6 µM; INS-1E GLuc reporter insulin secretion, 2-3 h; 370,000 compounds, 0.61% hits;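 active means lowest replicate activation of at least 40%, so every replicate reaches that level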;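 further: 0% = median of neutral control wells and 100% = median of IBMX positive control wells; some compounds called inactive have numbers as strong as hits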
# Cneo AK release: causes C. neoformans cell lysis; adenylate kinase release luminescence, 4 h; normalised: neutral wells 0, clomiphene wells 100; lysis activity, % at 15 µM; 360,000 compounds, 0.2% hits;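 active means mean lysis activity across replicates of at least 80%, whatever share of replicates individually reach that level; inactive means mean lysis activity below 80%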
#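 Material: C. neoformans cells; Schedule: 4 h static compound exposure, 37 °C, read 1 h post-reagent; Measured by: adenylate kinase release luminescence; Read-out: signal increase indicating cell lysis; Controls: Clomiphene as positive lysis control.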
# Statin myotox sup: suppressors of simvastatin-induced myotoxicity in C2C12 myotubes. ATP luminescence, 48 h; scaled: DMSO 0, geranylgeraniol control 100. rescue of ATP level, % at 7.49 µM. 330,000 compounds, 0.78% hits. AID 602340;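 active means mean ATP rescue above about 67%, or every replicate alone reaching that limit, limit read from the data, passing the limit was not always enough; inconclusive means no clear call, values can overlap the other calls; inactive means mean under the limit and some replicate under it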;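 further: myotubes were challenged with 10 µM simvastatin during compound exposure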
# PglD inh: inhibitors of Campylobacter jejuni PglD acetyltransferase; purified PglD enzyme, DTNB colorimetric CoA detection; inhibition, % at 12.5 µM; 360,000 compounds, 0.098% hits; AID 602405; in the data active means inhibition above about 16%, passing the limit was not always enough; inconclusive means no clear call, values can overlap the other calls; further: strong numbers were not always called active
# CFTR F508del cor: CFTR F508del correction in bronchial cells. CFBE cells, YFP halide quenching; stimulated with forskolin plus potentiator P3; % fluorescence drop versus neutral controls. activity (quench increase), % at 7.58 µM. 350,000 compounds, 0.36% hits. AID 720511;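 active means mean added fluorescence quench of at least 8% versus neutral control, with both replicates also reaching 8%; inconclusive means only one of the mean or replicate conditions met; inactive means mean below 8% and not both replicates reaching 8%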;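 further: cells transiently co-express mutant CFTR-F508del with the halide-sensitive YFP; corrector assay measuring rescue of mutant channel to the surface after 24 h compound exposure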
# miR-122 sensor: blocks miR-122 activity in Huh7 sensor cells; Huh7 miR-122 Renilla luciferase sensor, 48 h; neutral wells = 0, positive control = 100; activation (reporter increase), % at 12.5 µM; 340,000 compounds, 0.3% hits;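 active means mean replicate activation score at least 90 and every replicate individually at or above 90; inconclusive means only one of the two criteria met; inactive means neither criterion met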;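 further: higher luciferase means less miR-122 activity so hits act as miR-122 inhibitors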
# * marks the source's active call; other numbers are inactive results; ? = inconclusive; / = no result given; & = joins results of further samples; [ ] = another dose, or the depositor's remark.
SMILES,PGC1a acetyl inh,FN deposition inh,GSIS activator,Cneo AK release,Statin myotox sup,PglD inh,CFTR F508del cor,miR-122 sensor
NC(=O)C1=C[C@H](C2CCCCC2)C[C@H](OCc2ccc(CO)cc2)O1,4&1,-1,/,-3&-3,6,-6,0.4&-1.4,-3
O=S(=O)(c1ccc(-c2ccccc2)cc1)N1C[C@@H]2N[C@H](C1)[C@@H]2c1ccc(-c2cccnc2)cc1,?,-7,23,/,/,/,1.5,/
C[C@H](CO)N1C[C@H](C)[C@H](CN(C)S(=O)(=O)c2ccc(F)cc2)Oc2ccc(NS(C)(=O)=O)cc2C1=O,8,/,-1,-6,-13,-10,-0.9,-35[16.7 µM]
CCOC(=O)C1(C)CCCN(C(=O)c2ccc3ccccc3c2)C1 (stereo unspecified),/,5,1,1,-2,1,0.5,2
Cn1c2c(c3ccccc31)CCSC2=O,3,-4,/,0,-5,2,/,10
COc1cccc(CN2CC(C(=O)N(C)Cc3[nH]c4ccccc4c3C)CCC2=O)c1 (stereo unspecified),10,-1,-7,-1,15,-3,0.2,3
CCc1nn(CC(=O)NCc2cccnc2)c(=O)c2cc3occc3n12,-1,5,9,0,2,-5,1.2,1
CCOc1ccc(C(=S)N2CCOCC2)cc1OC,4,/,/,2,0,2,/,2
Cc1ccccc1-c1nnc(SCC(=O)Nc2cccnc2Cl)o1,6,0,9,-5,-86,6,3.5,/
CC(=O)Nc1ccc(C(=O)OCc2ccc(F)cc2Cl)cc1,-2,1,0,/,/,/,-1.3,/
CCC(C)c1ccc(OCCn2ccnc2)cc1 (stereo unspecified),0,/,3,6,/,0,/,-2
CO[C@@H]1CN(C)C(=O)c2cc(NC(=O)c3ccno3)ccc2OC[C@@H](C)N(S(C)(=O)=O)C[C@H]1C,9,6,2,0,4,-1,3.2,/
CCCC(=O)N1CCN(c2nc3ccc(CC)cc3s2)CC1,4,2,-27,-4,-8,-2,0.0,-1
Cc1ccc(C)n1-c1ccc(-c2ccn[nH]2)cc1,6,-3,21,2,0,12,0.7,11
CCCCCCCC(=O)NN=C1CCN(Cc2ccccc2)CC1,-6,-1,-5,9,-2,4,/,-1
O=C(NCC(c1cccnc1)N1CCOCC1)Nc1ccccc1 (stereo unspecified),2,-2,3,-1,-3,-2,/,-5
O=C(Nc1ccccc1)N1C[C@@H]2[C@H](c3ccccc31)[C@@H](CO)N2C(=O)c1ccccc1F,5,1,11,-2,0,4,0.5,-20[16.7 µM]
CC(C)NC(=O)N(C)C[C@H]1Oc2ncc(-c3cccc(C#N)c3)cc2C(=O)N([C@@H](C)CO)C[C@H]1C,10,-3,9,8,-14,2,-1.2,6[16.7 µM]
CCC(=O)Nc1ccc2c(c1)OC[C@H](C)N(C(=O)C1CC1)C[C@H](C)[C@H](OC)CN(C)C2=O,-7,2,2,-8,4,-1,-1.0,-5[16.7 µM]
CC(C)OC(=O)N(C)C[C@H]1OCc2cnnn2CCCC(=O)N([C@@H](C)CO)C[C@@H]1C,8,-12,-1,-1,12,1,2.3,-1[16.7 µM]
O=C(Cc1cccnc1)N1[C@@H]2CNc3ccccc3[C@@H]2[C@@H]1CO,3,/,1,-1,10,4,1.4,-11[16.7 µM]
CSc1nc2ccc(NC(=O)C3=NNC(=O)CC3)cc2s1,5,12,26,/,/,/,-2.5,/
CC(=O)NCCNc1nc2cc(-c3ccc4c(ccn4C)c3)sc2c(=O)n1C,/,-3,-1,-1,0,6,5.1,-1
C[C@@H]1CCCCO[C@H](CN(C)C(=O)NC2CCCCC2)[C@@H](C)CN([C@H](C)CO)C(=O)c2cc(NC(=O)Nc3ccc(F)cc3)ccc2O1,/,-4,-2,-2,/,-1,2.4,0[16.7 µM]
Cc1cccc(C)c1OCC(=O)Nc1oc(-c2ccccc2)c(-c2ccccc2)c1C#N,-3,/,/,-1,0,-9,/,-4

# Continuation.
SMILES,PGC1a acetyl inh,FN deposition inh,GSIS activator,Cneo AK release,Statin myotox sup,PglD inh,CFTR F508del cor,miR-122 sensor
COc1cc2c(cc1NC(=O)COC(=O)Cn1cnc3ccccc31)oc1ccccc12,-8,3,/,-1,/,-15,/,-5
O=C(Cn1cnc2c(nnn2-c2cccc(Cl)c2)c1=O)NCc1ccccc1,/,-8,2,1,-6,-5,-1.1,/
CN(C)c1ccc(/C=N/NC(=O)c2nonc2N)cc1[N+](=O)[O-],3,3,-8,2,0,1,1.2,4
O=C(O)c1cccc(N2C(=O)c3cccnc3C2=O)c1,/,-12,/,1,/,1,/,-4
CCCNC(=O)C(Cc1ccc(Br)cc1)NC(=O)c1ccc(C#N)cc1 (stereo unspecified),-6,0,25,0,5,3,2.2,4
COC(=O)c1ccc(C23CC4(C2)[C@H](CN(Cc2cccnc2)[C@@H]4c2ccccc2)C3c2ccccc2)cc1 (stereo partly specified),1,-10,6,-1,?,-5,-2.1,-8
COc1ccc(OC)c(/C=C/C(=O)N2CCN(S(=O)(=O)c3ccc(C)cc3C)CC2)c1,-11,16,-17,0,2,10,-1.3,-6
CCc1ncc(C(O)c2ccc(Cl)cc2)n1Cc1ccccc1 (stereo unspecified),/,0,24,-1,-22,-2,1.9,0
COc1ccc2c(c1)CC(=O)NC=C2,-3,-3,3,-2,12,-7,1.1,5
C=CCn1c(SCc2nc3ccccc3[nH]2)nnc1-c1ccccn1,-5,11,/,4,-7,-1,/,-2
CCC1Sc2ccc(S(=O)(=O)CCC(=O)Nc3ccccc3Cl)cc2NC1=O (stereo unspecified),0,2,19,0,-9,0,0.5,-6
CCOC(=O)C1=C(O)/C(=C/c2ccc(-c3ccccc3C(=O)O)o2)SC1=Nc1ccc(OC)cc1,5,/,/,3,7,-10,/,-8
CC=Cc1ccc2n(c1=O)C[C@@H]1[C@@H](CO)[C@H](C(=O)NCC3CC3)[C@H]2N1S(=O)(=O)c1cn(C)cn1 (mixture of isomers),/,/,8,-2,6,-1,0.2,-1[16.7 µM]
O=C(Nc1ccc(Cl)cc1)c1cccc(NC2=NC3CS(=O)(=O)CC3S2)c1 (stereo unspecified),-5,-7,/,-1,1,-2,-1.2,2
O=C1OCc2ccc([N+](=O)[O-])cc21,10,/,5,2,-1,4,2.6,-7
CC(C)n1nnnc1-c1cccc(Cl)c1,-7,-2,/,0,2,-3,/,-4
CCC(=O)N1[C@@H]2c3ccc(/C=C/c4ccccc4)c(=O)n3C[C@@H]2[C@@H](CO)[C@@H]1C(=O)Nc1nccs1,/,/,-4,6,-10,-1,2.0,-1[16.7 µM]
COc1cnc(-c2ccccn2)nc1Oc1ccccc1Cl,5,1,/,-1,2,1,/,-5
COc1ccc(S(=O)(=O)Nc2ccc3c(c2)C(=O)N([C@H](C)CO)C[C@@H](C)[C@@H](CN(C)CC2CCCCC2)OCCCC[C@@H](C)O3)cc1,0,/,-19,-8,/,-1,-1.3,-4[16.7 µM]
CC(C)CC(=O)Nc1ccc(Cc2ccncc2)cc1,-3,-2,0,-1,-3,-1,-3.0,4
CCC(=O)N(Cc1cc2cccc(C)c2[nH]c1=O)c1ccccc1OC,-7,/,10,/,13,/,0.6,1
O=C(c1ccc(Cl)s1)N1CCc2ccccc21,/,/,/,-8,-8,3,/,11
O=[N+]([O-])c1cccnc1S(=O)(=O)c1ccccc1,/,-10,130*,2,-194,6,1.6,/
COc1ccc(CCNC(=O)CCN2C(=O)[C@@H]3Cc4ccccc4CN3C2=O)cc1OC,-10,0,-7,-3,24,0,1.5,-3
O=c1[nH]c2cc3c(cc2cc1C(c1nnnn1C1CCCCC1)N1CCSCC1)OCCO3 (stereo unspecified),0,-3,11,/,2,/,/,6

# Sorted by formula weight (highest first): some entries from above.
SMILES,PGC1a acetyl inh,FN deposition inh,GSIS activator,Cneo AK release,Statin myotox sup,PglD inh,CFTR F508del cor,miR-122 sensor
O=c1[nH]c2cc3c(cc2cc1C(c1nnnn1C1CCCCC1)N1CCSCC1)OCCO3 (stereo unspecified),0,-3,11,/,2,/,/,6
COc1ccc(CCNC(=O)CCN2C(=O)[C@@H]3Cc4ccccc4CN3C2=O)cc1OC,-10,0,-7,-3,24,0,1.5,-3
O=C(Nc1ccc(Cl)cc1)c1cccc(NC2=NC3CS(=O)(=O)CC3S2)c1 (stereo unspecified),-5,-7,/,-1,1,-2,-1.2,2
CCCNC(=O)C(Cc1ccc(Br)cc1)NC(=O)c1ccc(C#N)cc1 (stereo unspecified),-6,0,25,0,5,3,2.2,4
CCC(=O)N(Cc1cc2cccc(C)c2[nH]c1=O)c1ccccc1OC,-7,/,10,/,13,/,0.6,1
O=C(O)c1cccc(N2C(=O)c3cccnc3C2=O)c1,/,-12,/,1,/,1,/,-4
O=[N+]([O-])c1cccnc1S(=O)(=O)c1ccccc1,/,-10,130*,2,-194,6,1.6,/
CC(C)n1nnnc1-c1cccc(Cl)c1,-7,-2,/,0,2,-3,/,-4
COc1ccc2c(c1)CC(=O)NC=C2,-3,-3,3,-2,12,-7,1.1,5
O=C1OCc2ccc([N+](=O)[O-])cc21,10,/,5,2,-1,4,2.6,-7

# Next part:
SMILES,PGC1a acetyl inh,FN deposition inh,GSIS activator,Cneo AK release,Statin myotox sup,PglD inh,CFTR F508del cor,miR-122 sensor
COc1ccc(S(=O)(=O)N(C)C[C@@H]2Oc3ncc(-c4ccncc4)cc3C(=O)N([C@@H](C)CO)C[C@@H]2C)cc1,3,5,16,6,-9,2,-3.0,16[16.7 µM]
C/C=C/c1ccc([C@@H]2[C@@H](CNC(=O)CC)N(C(=O)CC)[C@H]2CO)cc1,4,/,7,-2,-15,-2,-2.3,18[16.7 µM]
CC(C)(C)C(=O)C[n+]1cccc(C(N)=O)c1,/,-3,2,2,/,1,/,/
Cc1cccc(NC(=O)CCC(=O)c2cccs2)n1,/,4,11,-2,20,8,4.1,6
COc1ccc(Cc2c(-c3ccc(C)cc3)nc3c(C)cc(Br)cn23)c(C)c1,0,-7,-15,-1,13,-4,-8.2,-2
COc1ccc(N2C(=O)C3CC(C)=C(C)CC3C2=O)c(OC)c1 (stereo unspecified),2,-8,/,0,6,4,/,0
C=CCNC(=O)[C@@H]1CSC2c3ccc(OC)c(OC)c3C(=O)N21 (stereo partly specified),3,5,4,1,3,-3,0.8,-3
CC1(C)Cc2cccc(OCC(=O)O)c2O1,11,/,5,1,-4,1,/,-1
N/C(=N/OCc1cccc([N+](=O)[O-])c1)c1nonc1N,/,-8,11,0,/,0,/,-2
OC(c1ccccc1)c1nc(-c2ccc(F)c(Cl)c2)cs1 (stereo unspecified),/,7,-12,2,-6,-1,-3.8,2
CCn1c(C(c2ccccc2)c2ccccc2)n[nH]c1=S,-7,/,/,1,12,2,/,-3
O=C(Nc1ccon1)C1CCN(S(=O)(=O)c2cccs2)CC1,-1,/,/,1,1,2,/,1
CO[C@H]1CN(C)C(=O)c2ccc(NS(=O)(=O)CC(F)(F)F)cc2OC[C@@H](C)N(C(=O)NC(C)C)C[C@H]1C,-28,-13,7,/,3,/,-1.9,-7[16.7 µM]

# Source: PubChem BioAssay
